High-throughput results as filed in PubChem.
Pf Dd2 growth: blocks in vitro growth of P. falciparum Dd2. P. falciparum Dd2 growth, SYBR Green, 72 h. Potency, µM (titrated, usually from 28.9 µM), inactives show top-dose activity, negative = inhibition, hits mostly inhibitors. 4.3% of 120,000 active; active = well fitted inhibition curve with a large enough effect; inconclusive = small, poorly fitted or top-dose-only effect; inactive = no such curve, though single readings can be large or run the other way;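 also: plate controls were DMSO vehicle for no effect and reference drug for full effect; nearly all actives have a fitted effect of over 65% in size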
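Infected erythrocytes (Dd2, 0.3% parasitemia, 2.5% hematocrit final) are added to compound in RPMI-1640/Albumax II medium, grown 72 h at 37C in low oxygen, then lysed with saponin/Triton-X containing SYBR Green and read by fluorescence.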
Active calls of the source: *; i = inactive; u = inconclusive; & = joins results of further samples; [ ] = dose if it differs, or a comment. Potency is read from the fitted curve at half-maximal effect. An excerpt; count on the stated rates, not on these rows.

Start of the data: the first two compounds (preview)
SMILES	Pf Dd2 growth
Cc1noc(C)c1C(=O)N1CCCN(S(=O)(=O)c2ccccc2)CCC(=O)NCC1	-9%
O=C(Cn1cccc1C(=O)c1ccccc1)NCc1ccc(F)cc1	1%

This part in full, from the first entry:
SMILES	Pf Dd2 growth
Cc1noc(C)c1C(=O)N1CCCN(S(=O)(=O)c2ccccc2)CCC(=O)NCC1	-9%
O=C(Cn1cccc1C(=O)c1ccccc1)NCc1ccc(F)cc1	1%
COc1cc(C(=O)n2nc(C)c(Sc3ccc(Cl)cc3)c2C)cc(OC)c1OC	-17%
COc1ccc(-c2cc(CC3(NCc4ccccc4)COC3)no2)cc1	i
O=C1OC[C@@H]2CCN(Cc3ccc(C(F)(F)F)cc3)Cc3ccc(F)cc3N12	u
CCOc1nccn2c(-c3ccc(CNC(=O)Cn4cnnn4)cc3)cnc12	i
CC(C)c1nc2nccc(-c3cccs3)n2n1	i
CN(Cc1ccccc1)Cc1cn([C@H]2CO[C@H]3[C@@H]2OC[C@@H]3NC(=O)NCc2ccccc2)nn1	-13%
Cc1ccc(CNC(=O)CN2C(=O)CSc3c2c(C)nn3-c2ccccc2)cc1	76%[activator]
COC(=O)c1ccccc1N(C)S(=O)(=O)c1cc2c3c(c1)CC(=O)N3CCC2	7.9µM*
COc1ccc(NC(=O)N2CCc3c(C(=O)NCCN4CCCCCC4)cccc32)cc1	2.8µM*
O=C1CC2CCCC(C1)N2[S+](=O)([O-])c1ccccc1	3%[44.1 µM]
O=C1NCc2ccccc2CC12CCN(Cc1cc(O)cc(O)c1)CC2	-1%
Cc1cccc(C(=O)N[C@@H]2CN(C3CCOCC3)C[C@H]2CN(C)C)c1	6%
COc1cc2c(cc1OCc1ccccc1)N(C(=O)[C@@H]1CCCO1)CC21CCN(C)CC1	i
CCN1CC(c2ccccc2)CC2(CCN(C(=O)c3ccon3)CC2)C1 (stereo not given)	-14%
COc1ccc(CNC(=O)c2cc3c(s2)CN(C2CC2)C3)cc1OC	u
Cc1[nH]cnc1-c1nccn1CC(CO)Cc1cccs1 (stereo not given)	-24%
CN1CCN(C(=O)[C@@H]2CCC[C@@H](NCc3cccc(Cl)c3)CN(C)C(=O)C2)CC1	i
CCc1cccc(NC(=O)c2cc3c(=O)n(Cc4ccccc4)ccc3nc2C)c1	-2%
CCO[C@@H]1COCC[C@H]1NC(=O)CN1C(=O)COc2ccc(C)cc21	-8%
O=C(O)c1cccc2c1CCN2S(=O)(=O)c1ccccc1F	-25%
CN1CCCCCCN(C(=O)C2CC2)[C@H]2CCC[C@H]2C1=O	-1%
CN1C[C@H](NCC2CC2)CCC[C@@H](C(=O)NCc2cc(F)cc(F)c2)CC1=O	-21%[44.1 µM]
COc1cccc(Cc2nc3ccccc3nc2SCC(=O)Nc2cccc(C)c2)c1	u
CN(C)Cc1ccc(C(=O)N[C@@H]2COCC[C@@H]2OCC(=O)O)o1	-7%
CCCn1cc(NC(=O)C[C@H]2NC(=O)c3ccccc3NC2=O)c(C)n1	-11%
CC(C)(C)c1ccc(NC(=O)O[C@@H]2CO[C@H]3[C@@H]2OC[C@@H]3Nc2nccc(-c3ccc(-c4ccccc4)cc3)n2)cc1	i
CCOCc1nc(C2CCCN(C(=O)c3ccc(OC)cc3)C2)no1 (stereo not given)	i
CN(C)C[C@@H]1CN(Cc2cccnc2)C[C@H]1NC(=O)Cc1cccc(F)c1	u
CCCCN1C(=O)c2ccccc2C(C(=O)NCc2cccnc2)C12CCCCC2 (stereo not given)	-19%
COc1cc(NC(=O)Cn2c(C)cc3nc4n(c(=O)c32)CCCCC4)cc(OC)c1	-10%
CCOc1ccc(NC(=O)CC2C(=O)N(c3ccccc3)C(=O)N2CCc2sccc2C)cc1 (stereo not given)	i
Cc1ccc(-c2ncc(C(=O)Nc3ccccc3)c(-c3ccncc3)n2)cc1	-15%
CC(=O)NCCC(=O)N1Cc2ccccc2CC2(CCN(CC3CCNC3)CC2)C1 (stereo not given)	3%
CCCNC(=O)N(C1CCOCC1)C1CCN(C(=O)c2ccc(C)s2)CC1	9%
Cc1noc(C)c1S(=O)(=O)N1CCC(N(CCC(C)C)C2CCOCC2)CC1	13µM*
CCN(C)C(=O)C(C)N1CCc2onc(C(c3ccccc3)c3ccccc3)c2C1 (stereo not given)	i
O=C(Cc1cccc(Cl)c1)N1CCC(c2nn(-c3ccccc3)c(=O)[nH]2)CC1	u
CCc1ccc(NC(=O)CSC2=Nc3ccccc3C3=NC(CC(=O)NC4CCCCC4)C(=O)N23)cc1 (stereo not given)	i
O=C1NC(=NC2CCCCC2)C2(CCCN(Cc3ccccc3)C2)N1c1cccnc1 (stereo not given)	u
Cc1ccc(-c2nnc3c4ccccc4c(C)nn23)cc1NC(=O)c1ccccc1	3%
CN1C[C@@H]2CCCN3CCC[C@@H]([C@H]23)[C@H]1CCCC(=O)NCCC1=CCCCC1	i
Cc1cc(C)cc(OCCSc2nc3ccc(NC(=O)COc4ccccc4)cc3s2)c1	u
Cc1ccc(-c2nn3c(-c4ccccc4)nnc3c3ccccc23)cc1	2%
O=C(Nc1ccc2nc(SCc3ccccc3)sc2c1)c1cccc(F)c1	u
CC1(C(=O)NCc2cccnc2)CCCc2cnc(Nc3ccccc3)nc21 (stereo not given)	i
CCn1cc2nc(SCC(=O)Nc3ccccc3C(F)(F)F)n(Cc3ccc(C)cc3)c(=O)c2n1	i
Cc1cc(C)cc(-c2nc(C3CC(=O)N(c4ccc(Cl)cc4)C3)no2)c1 (stereo not given)	23%
Cc1ncsc1CN1CCCCCCN(C)C(=O)[C@@H]2CCC[C@@H]21	u
O=[S+]1([O-])NCC2(CCN(Cc3ccncc3)C2)Oc2ncccc21 (stereo not given)	9%
COc1cccc(CNC(=O)c2ccc3c(=O)n4nc(Nc5ccccc5)sc4nc3c2)c1	i
CCc1ccccc1NC(=O)c1ccc2[nH]c(C)c(C)c2c1	8%
COCCC(=O)N1CCC2(CCN(CC(=O)O)CC2)C(CO)C1 (stereo not given)	1%
Cc1cc(-c2nc(C3CCOC3)no2)c2ccccc2n1 (stereo not given)	1%
COc1ccc(C(=O)NC2CC2)c(OC2CCN(Cc3cccc(SC)c3)CC2)c1	-15%
O=C(Cn1c(=O)n(-c2ccccc2)c(=O)c2c3c(sc21)CCCC3)Nc1ccc(F)cc1F	41%[activator]
COc1ccc(C2Cn3nnc(-c4nc(C)no4)c3CO2)cc1 (stereo not given)	i
COc1ccc(NC(=O)C2CCN(S(=O)(=O)c3ccc4[nH]c(=O)ccc4c3)CC2)cc1Cl	23%
CNC(=O)N1CCCC1c1nc(C2CN(C(=O)c3nccn3C)C2)no1 (stereo not given)	-5%

Another view of part of the listing above:
structure,Pf Dd2 growth
CCc1ccccc1NC(=O)c1ccc2[nH]c(C)c(C)c2c1,8%
COCCC(=O)N1CCC2(CCN(CC(=O)O)CC2)C(CO)C1 (stereo not given),1%

(further entries)
SMILES	Pf Dd2 growth
O=C(CCC1N=C2c3ccccc3N=C(SCc3ccccc3F)N2C1=O)NCc1ccc(F)cc1 (stereo not given)	u
CCOCCCNC(=O)CN1CC2CC(C1)[C@H]1CCCC(=O)N1C2 (stereo not given in full)	-5%
Cc1nc2ccc(S(=O)(=O)CCC(=O)Nc3ccc(Cl)cc3)cc2s1	-22%
Cc1ccc(CN2CC(Oc3ccccc3C(=O)NCc3ccccc3)C2)o1	u
Cc1ccc(NC(=O)CN2C(=O)NC(c3ccccc3Cl)C3=C2COC3=O)cc1 (stereo not given)	i
Cc1ccc(C2Cn3nnc(-c4noc(COc5ccccc5)n4)c3CO2)cc1 (stereo not given)	-22%
Cc1ccccc1-c1nn2c(=O)cc(CN3CCN(C(=O)c4ccccc4Br)CC3)nc2s1	22%
COCc1cc(NCCSCc2ccccc2C)ncn1	-19%
CS(=O)(=O)Cc1ccc(-c2ccc(F)cc2C(F)(F)F)nc1	-3%
CCN(C(=O)C1CCN(S(=O)(=O)c2cc(Br)cc3c2N(C(C)=O)CC3)CC1)c1cccc(C)c1	5µM*
CCOC(=O)c1cnc2ccc(Br)cc2c1NCCN1CCOCC1	i
O=C(CCC[C@@H]1[C@H]2CCCN3CCC[C@@H](CN1C(=O)Cc1ccc(F)cc1)[C@@H]23)N1CCOCC1	u
CCCN1CCN(CCCNC(=O)c2c(C)nn(-c3ccc(F)cc3)c2-n2cccc2)CC1	-23%
CC(=O)Nc1ccc(NC(=O)c2cc3c(n2C)CCN(Cc2ccccc2)C3)cc1	u
Cc1cnc(-c2ccncc2)n1CCN	-16%
COCC(=O)N[C@@H]1CN(Cc2cn(C)nc2C)C[C@H]1CO	-8%
CC(=O)N1CCC(NC[C@H]2C[C@@H]3CCN2C[C@@H]3c2cc(C3CCCC3)nc(C)n2)CC1	i
COc1ccc(C)cc1NC(=O)CSc1nc2ccccc2nc1N1CCOCC1	-4%
Cc1ccc(NC(=O)c2nnn(CC(=O)Nc3ccc(C)c(Cl)c3)c2N)c(C)c1	6%
COCCNC(=O)[C@@H]1C[C@H](Oc2ccccc2)CN1C(=O)c1sc(C)nc1C	17%
CCOc1ccc(C(c2c(O)cc(C)n(CCOC)c2=O)N2CCN(c3ccccc3)CC2)cc1 (stereo not given)	-12%
CCc1noc(-c2ccn3c(CNC(=O)c4cc(F)cc(F)c4)nnc3c2)n1	-23%
CC1CCC2(CC1)OCC(C(=O)NCc1ccc3c(c1)OCO3)N2C(=O)c1ccccc1F (stereo not given)	i
O=C(c1ccc(N2CCCC2=O)cc1)N1CCC2(CC1)OCCCC2O (stereo not given)	-11%

Looked up one by one from above (3):
SMILES	Pf Dd2 growth
CCOc1ccc(C(c2c(O)cc(C)n(CCOC)c2=O)N2CCN(c3ccccc3)CC2)cc1 (stereo not given)	-12%
CCCN1CCN(CCCNC(=O)c2c(C)nn(-c3ccc(F)cc3)c2-n2cccc2)CC1	-23%
COCCNC(=O)[C@@H]1C[C@H](Oc2ccccc2)CN1C(=O)c1sc(C)nc1C	17%

Next records follow:
SMILES	Pf Dd2 growth
Cc1ccc(C)c(NC(=O)CCCN2C(=O)C(c3ccccc3)Oc3cccnc32)c1 (stereo not given)	-27%
O=C1CN(CC2CCCC2)CCN1c1ccc(Cl)nn1	-20%[44.1 µM]
CN(Cc1nc(Cc2ccccc2Cl)no1)Cc1cccc2cnccc12	-5%
COc1cccc(CN2CCC3(CNc4ccccc4[S+](=O)([O-])N3)C2)c1 (stereo not given)	i
Cc1ccc(C(=O)NCCc2csc(-c3cccc(F)c3)n2)cc1C	6%
CCOc1ccc(CNC(=O)c2ccc(CSc3nc4ccncc4n3Cc3ccc(F)cc3)cc2)cc1	u
CC(C)CCNC(=O)C1N(C(C)C)C(=O)C12CCCCC2 (stereo not given)	i
O[C@@H]1C[C@@H](c2nc(-c3ccc(F)cc3)no2)N(Cc2ccc(F)cc2)C1	3%[44.1 µM]
CSc1ccc(NC(=O)c2cc3c(N4CCSCC4)nc(C)cn3n2)cc1	u
Cc1cc(C(=O)NCC2CCCN(Cc3nnc(-c4cccnc4)o3)C2)no1 (stereo not given)	4%
CC1CCN(C(=O)CCC[C@@H]2[C@H]3CCCN4CCC[C@@H](CN2C)[C@@H]34)CC1	u
Cc1ccc(-c2cc(C(F)(F)F)n3nc(C(=O)NCC45CC6CC(CC(C6)C4)C5)cc3n2)cc1	3%
O=c1c2nc(-c3cccnc3)ccc2ncn1Cc1ccccc1	i
O=C(c1cccc(Cl)c1)N1CCC(N2CCCNC2=O)CC1	6%&0%[44.1 µM]
COc1cccc(NC(=O)CN2C(=O)NC3(CCOCC3)C2=O)c1	11%
O=C1COc2ccc(-c3ccccc3F)nc2CN1CCOc1ccccc1	-7%[44.1 µM]
COc1ccc(CC(=O)N2CCC[C@H]2c2nc(-c3ccccc3Cl)no2)cc1	i
O=S1(=O)NCC2(CCCN(Cc3cccnc3)C2)Oc2ncccc21 (stereo not given)	6%
CC(C)c1ccc(S(=O)(=O)c2cnc(SCC(=O)Nc3cccc(C(F)(F)F)c3)nc2N)cc1	-11%
COCc1cc(C[C@@H]2C[C@H](NCc3ccco3)C2(C)C)no1	u
CNC(=O)NC[C@H]1CCN(C2CCSCC2)C[C@H]1N(C)C	25%
COc1ccc(OC)c(NC(=O)CSc2cn(CC(=O)N3CCCCCC3)c3ccccc23)c1	-19%
O=C(c1ccccc1F)N1CCC(n2cc(-c3nc(-c4ccccc4)no3)nn2)CC1	i
Cc1cccc(N2CCN(C(=O)c3cccn3-c3nnc(N4CCCCC4)s3)CC2)c1C	i

2 of the compounds above, comma-delimited.
SMILES,Pf Dd2 growth
Cc1ccc(NC(=O)c2nnn(CC(=O)Nc3ccc(C)c(Cl)c3)c2N)c(C)c1,6%
COCCNC(=O)[C@@H]1C[C@H](Oc2ccccc2)CN1C(=O)c1sc(C)nc1C,17%

Next part
SMILES	Pf Dd2 growth
CC(C)c1noc(-c2cn(C3CCN(C(=O)c4ccc(OC(F)(F)F)cc4)C3)nn2)n1 (stereo not given)	124%[activator]
CC(=O)c1ccc(NC(=O)CSc2nnc(-c3ccncc3)n2-c2ccccc2)cc1	28%
CC(C)C1CN(C(=O)CN2CCCCC2=O)CCCN1Cc1ccc(F)cc1 (stereo not given)	-10%
COc1ccc2[nH]c3c(c2c1)CCN(C)C31CCNCC1	-25%
Cc1cc(C)cc(S(=O)(=O)c2cn(C)c3cc(N4CCCC4)c(F)cc3c2=O)c1	i
O=C(O)c1ccc(CSc2nc3cccnc3n2Cc2cccc(F)c2)cc1	-8%
CCc1nc2c(c(-c3ccc(Cl)cc3)n1)CCN(C(=O)c1ccc(C)cc1)CC2	-22%
